G6PDH counter: counter-screen for G6PDH assay hits: L. mesenteroides G6PDH inhibition | AID 1020 | 0.12% of 200,000 active | Purified L. mesenteroides G6PDH, diaphorase/resazurin coupled fluorescence, 45 min | inhibition, % at 5 µM
TLR4 MyD88 comp: inhibitors of human TLR4-MyD88 binding; O00206+Q99836; HeLa CL3-4 TLR4/MyD88 BLA complementation, FRET ratio; inhibition, % at 8.4 µM; 0.18% of 200,000 active; in the data active means inhibition above about 25%;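 further: 0% = vehicle and 100% = reference inhibitor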
RAM inhibit: yeast RAM network inhibition. inhibition, % at 50 µM. 1.8% of 190,000 active. AID 868. S. cerevisiae dse1pr::URA3 reporter, 5-FOA growth OD615, 2 d; analog-sensitive cbk1-as2 kinase mutant strain;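 active means inhibition above a set limit, 3 SD over mean compound inhibition, cut at about 8.4% in these data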;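 further: 0% = DMSO-only wells with no growth and 100% = 10 µM 1-NA-PP1 full growth; inhibition rescues growth on 5-FOA so higher OD means more RAM inhibition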
Diaph act CS: diaphorase activation or chemical reduction counter-screen | activation factor at 20 µM | 0.005% of 190,000 active | Diaphorase/resazurin coupled assay, resorufin fluorescence, 16 min; stronger effect = higher value; 1 = vehicle wells, 0 = NADH-free wells;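 active means diaphorase activity raised at least twofold by the compound at 20 µM; inactive means activation factor below 2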
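Material: purified diaphorase enzyme from Clostridium kluyveri; Also added: 0.114 mM NADH and 0.1 mM resazurin, final amounts; Doses: single compound dose of 20 µM, 1% DMSO final; Times: 16 min enzyme reaction, ambient temperature; Detection: resorufin fluorescence, excitation 544 nm, emission 590 nm; Measure: increased resorufin signal from activators or reducing compounds.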
S1P3 antagonist: antagonists of human S1P3 receptor. Q99500. CHO S1P3 NFAT-BLA reporter, FRET fluorescence, antagonist mode. inhibition, % at 4.98 µM. AID 485. 0.27% of 170,000 active;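 active means inhibition above the plate cutoff, the mean inhibition of test wells on that plate plus 3 SD, cut at about 28% in these data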;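 further: cells challenged with S1P at its EC80 of 0.8 µM; blue over green emission ratio from cleaved BLA substrate after 4 h stimulation; 0% = S1P-stimulated wells and 100% = unstimulated DMSO-only wells; some compounds past the cut are filed as inactive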
Target sequence (Q99500 whole entry, looked up): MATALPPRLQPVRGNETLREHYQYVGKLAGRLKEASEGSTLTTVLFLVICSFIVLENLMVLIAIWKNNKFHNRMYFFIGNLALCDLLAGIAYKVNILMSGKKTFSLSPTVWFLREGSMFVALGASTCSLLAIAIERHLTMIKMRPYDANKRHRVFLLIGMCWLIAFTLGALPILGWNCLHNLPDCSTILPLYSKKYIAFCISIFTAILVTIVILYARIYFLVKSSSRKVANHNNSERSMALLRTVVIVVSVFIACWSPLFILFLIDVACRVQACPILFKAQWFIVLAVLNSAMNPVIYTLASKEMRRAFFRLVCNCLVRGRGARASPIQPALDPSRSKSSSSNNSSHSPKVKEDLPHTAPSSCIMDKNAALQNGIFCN
Hsp70 act: Hsp70 transcriptional activation, primary screen | HeLa Hsp70 promoter luciferase reporter, luminescence; scaled: vehicle 0, proteasome-inhibitor control 100% | activation, % at 10 µM | 0.04% of 200,000 active;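 active means activation above the mean across all tested compounds plus 3 SD, cutoff set per campaign, cut at about 5.5% in these data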;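 further: 100% = MG132 at 30 µM as the positive control and 0% = DMSO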
PMI act: activators of human phosphomannose isomerase | 0.005% of 190,000 active | activation factor at 20 µM | purified human PMI, coupled resazurin fluorescence, 20 min; stronger effect = higher value; 1 = vehicle control, 0 substrate-free wells;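 active means activation factor of 2 or more at 20 µM, relative to plate controls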
Target sequence (P34949 whole entry, looked up): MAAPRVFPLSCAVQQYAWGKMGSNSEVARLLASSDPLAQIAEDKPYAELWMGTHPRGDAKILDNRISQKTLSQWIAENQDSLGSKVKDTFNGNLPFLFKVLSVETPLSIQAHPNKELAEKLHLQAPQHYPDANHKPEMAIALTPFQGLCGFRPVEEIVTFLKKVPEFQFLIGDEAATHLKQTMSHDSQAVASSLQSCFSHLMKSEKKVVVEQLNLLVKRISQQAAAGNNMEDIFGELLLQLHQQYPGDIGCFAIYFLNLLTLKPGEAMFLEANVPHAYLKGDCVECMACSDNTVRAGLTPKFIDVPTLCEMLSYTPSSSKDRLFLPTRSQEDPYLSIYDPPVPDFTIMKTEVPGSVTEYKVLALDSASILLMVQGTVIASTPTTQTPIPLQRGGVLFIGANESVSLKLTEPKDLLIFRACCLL
DTT redox prof: compounds producing H2O2 with reducing agent – biochemical, NIH compound library profiling, artefact control for MLSCN library redox annotation, primary screen; DTT-dependent redox cycling H2O2, phenol red/HRP absorbance; 100% = 100 µM peroxide control, 0% = buffer; activation, % at 10 µM; 0.03% of 200,000 active;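 active means activation of at least 50% relative to the plate's high and low controls in the primary single-dose screen; inactive means activation below 50%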;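 further: compound incubated with DTT at 0.8 mM final as the reducing agent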
Diaphorase inh: diaphorase inhibition or chemical oxidation counter-screen | AID 1217 | diaphorase resazurin-to-resorufin fluorescence, NADH, 16 min; bacterial (C. kluyveri) enzyme, not human | 0.69% of 190,000 active | inhibition, % at 20 µM;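 active means primary screen inhibition at 20 µM above a set limit, cut at about 50% in these data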;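 further: plate controls were DMSO with full reaction for no effect and wells lacking NADH for full effect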
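material = Clostridium kluyveri diaphorase enzyme | amount = 0.14 U/mL diaphorase, enzyme working solution | schedule = incubation 16 min, room temperature | detection = fluorescence of resorufin formed from resazurin, Ex 544/Em 590 nm | benchmarks = positive control minus NADH, DMSO neutral control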
L major viab: inhibitors of Leishmania major promastigote growth; Leishmania major promastigotes, resazurin fluorescence viability; inhibition, % at 10 µM; 9% of 200,000 active; AID 1063;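 further: promastigotes grown with compound for 44 hours at 28 °C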
PMI act hi M6P: PMI (human) activation, high substrate | coupled PMI enzyme assay, resazurin fluorescence, 20 min; stronger effect = higher value; 1 = untreated enzyme, 0 = substrate-free blank | AID 1216 | 0.34% of 190,000 active | activation factor at 20 µM;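 active means activation factor of 2 or more at 20 µM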
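Test system: Human PMI in coupled enzyme assay | Input: 15 ng/mL PMI | Medium: HEPES-buffered pH 7.4 with magnesium and detergent | Compound: One concentration, 20 µM, in 1% DMSO | Incubation: Enzyme reaction with compound 20 min at room temperature | Detection: Diaphorase-driven resazurin-to-resorufin fluorescence, excitation 544, emission 590 nm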
An asterisk follows results filed as active; nt = no result given. Unless noted, no stated cut-off is given here; in the data, active means inhibition above about 50%; inactive means the rest.

smiles	L major viab	TLR4 MyD88 comp	G6PDH counter	Diaph act CS	PMI act hi M6P	S1P3 antagonist	Diaphorase inh	RAM inhibit	PMI act	Hsp70 act	DTT redox prof
O=C(NCCn1cc(SCc2ccccc2)c2ccccc21)c1c(F)cccc1F	4	2	21	0.8	0.9	5	20	3.7	0.9	-0.1	0.9
O=C1c2ccccc2C(=O)N1Cc1cnc(N2CCN(c3ccccc3)CC2)s1	-7	6	1	0.7	0.8	-13	28	3.1	0.8	-0.2	-0.8
Cc1onc(-c2ccccc2Cl)c1C(=O)N1CCN(Cc2ccc3c(c2)OCO3)CC1	0	5	6	1.1	1.1	0	-14	1.2	1.1	-0.3	0.5
COc1ccc(CC(=O)n2nc(-c3cccnc3)nc2N)cc1	3	12	2	0.9	1	11	7	-0.6	1	-0.4	5.0
S=C(NCc1ccco1)NCC1CCCO1 (stereo unspecified)	-3	3	2	1	1	6	5	-0.3	1	0.0	-0.6
O=C(Nc1cccnc1)c1cnn2c(C(F)F)cc(C3CC3)nc12	13	-4	14	0.8	0.9	-3	15	1.6	0.8	-0.3	1.0
COc1cc(NC(=O)C2=C(N3CCOCC3)/C(=C\c3ccc(N(C)C)cc3)CCC2)cc(OC)c1OC	98*	6	-2	0.7	0.8	-3	28	2.0	0.9	-0.2	-0.1
Cc1ccsc1/C=N/Nc1cccc(C(=O)O)c1	-7	10	2	0.9	1.8	3	13	-2.0	1.6	-0.1	0.9
Cc1ccccc1NC(=O)c1cc(=O)c2ccccc2o1	-4	2	1	0.9	1	nt	6	0.9	0.9	0.7	2.9
COCCn1c(=O)c2cc3c(=O)n(CCOC)c(=O)c3cc2c1=O	-3	-13	-6	0.9	1	nt	8	3.5	1	-0.3	0.3
CCOCc1[nH]c(=S)[nH]c(=O)c1Cc1ccc(OCC(C)C)cc1	-4	-9	7	0.9	1	3	13	0.8	1	-0.2	0.2
NC(=O)CCC(NS(=O)(=O)c1ccc(Cl)cc1)C(=O)NCc1ccccc1 (stereo unspecified)	-5	-12	-4	0.9	1	-5	9	0.4	0.9	-0.3	0.4
O=C(CNc1cccc([N+](=O)[O-])c1)N/N=C/c1ccc([N+](=O)[O-])o1	100*	-13	13	0.8	0.7	5	18	1.1	1	-0.3	-1.6
O=C(c1cccc(Cl)c1)N1CCN(C(=O)c2ccco2)CC1	-12	7	6	1	1	-45	0	-0.3	1	0.3	-0.6
Cc1ccc(/C=C/C(=O)N2CCN(Cc3ccccc3)CC2)o1	-4	-6	6	1	1.4	-3	-2	1.2	1.3	-0.6	-0.1
Cc1c(NC(=O)/C=C/c2cn(-c3ccccc3)nc2-c2ccccc2)c(=O)n(-c2ccccc2)n1C	-6	20	-3	0.8	0.8	nt	24	5.8	0.8	0.0	1.7
Cc1nnc(SCC(=O)N2CCCCC2)n1CC1CCCO1 (stereo unspecified)	-2	-11	4	0.9	0.9	nt	10	0.0	0.9	0.1	0.6
CN(C)CC(C)(C)CNC(=O)C1CCN(Cc2ccccc2O)CC1	7	8	2	0.7	0.9	14	26	0.5	0.8	-0.3	1.3
Cc1ccccc1-c1nc(CN2CCCC(C(=O)NCCCN3CCOCC3)C2)c(C)o1 (stereo unspecified)	18	5	2	1.1	1	-19	-8	0.4	1.1	-0.2	-5.1
O=C(O)/C=C/c1cn(Cc2ccccc2)nc1-c1cccs1	-1	-6	2	0.9	1	-25	10	4.0	1	-0.2	-0.2
CCN(CC)S(=O)(=O)c1ccc(C(=O)NCCCn2ccnc2)cc1	-4	6	-3	1	1	-10	0	0.4	1.1	-0.1	-0.4
CCS(=O)(=O)N1CCN(c2cc3c(cc2[N+](=O)[O-])n(C)c(=O)n3C)CC1	19	-6	9	0.9	0.9	-21	6	4.3	0.9	-0.1	-0.6
COc1cc2c3c(c1OC)C1(C=CC(=O)C=C1)CC3N(C(C)=O)CC2 (stereo unspecified)	34	5	-5	1	1.1	-11	4	0.8	0.9	-0.3	-0.3
O=[N+]([O-])c1ccc(-c2cnc(SCc3ccccc3Cl)[nH]2)cc1	26	25*	-8	0.8	0.9	nt	24	0.3	0.8	0.1	3.1
CCCCn1c(O)c(N=NC(=O)Cn2c(C(F)(F)F)nc3ccccc32)c2ccccc21	4	0	7	0.9	1	-9	9	3.8	1.1	0.0	-0.2
CCOc1cc(C(=O)OCC(=O)Nc2ccc(SC(F)F)cc2)cc(OCC)c1OCC	6	-6	5	0.8	0.9	-7	17	6.2	0.9	-0.3	0.1
COC(=O)c1sc(N)nc1C(C)(C)C	0	-2	26	1.1	1	nt	-6	-1.1	1	-0.2	0.0
CCOC(=O)c1nnn(-c2nonc2N)c1CN(CC)CC	-4	-7	4	1	1.1	-51	-3	0.8	1	-0.3	1.1
COc1cc(/C=N/Nc2cccc(C)c2)ccc1OC(=O)c1cccs1	18	12	-14	0.7	2.1*	0	26	4.9	1.4	-0.4	0.4
O=C(Cn1ccc([N+](=O)[O-])n1)N1CCCCCC1	-2	13	13	1.1	1	-2	-7	0.4	1	0.0	-0.6
CCOC(=O)C1(C(F)(F)F)N=C(C(F)(F)F)Nc2ccc(F)cc21 (stereo unspecified)	5	0	0	0.9	1.1	2	8	2.6	1.1	-0.4	0.6
CC(C)CN1C(=O)c2ccc(C(=O)Nc3ccccn3)cc2C1=O	-4	0	9	1	1	nt	2	1.1	1.1	0.4	-0.3
Cc1ccc(OCC(=O)Nc2ccc(S(=O)(=O)N3CCOCC3)cc2)c([N+](=O)[O-])n1	23	8	-1	1	1.1	4	2	1.3	1.1	-0.2	-0.3
CC(=O)N/N=C(\C)c1cccc(NC(=O)c2cccs2)c1	2	-19	-4	0.9	1	-21	10	0.4	1	-0.1	-0.4
Cc1cccc(C(=O)N[C@H](C(=O)Nc2nc3ccc(S(C)(=O)=O)cc3s2)C(C)C)c1	16	-6	10	1	1.1	6	4	1.6	1	-0.1	0.1
COc1ccc(NC(=O)C2CCCN(S(=O)(=O)c3c(C)n[nH]c3C)C2)cc1OC (stereo unspecified)	-4	-10	7	1.1	1	-19	-8	1.9	1	-0.4	6.5
CC(C)NC(=O)NC(=O)COC(=O)c1ncc(Cl)c(Cl)c1Cl	-5	9	1	0.9	1	-8	6	0.1	1.2	-0.4	-0.4
CC(=O)Nc1ccc2c(c1)nc1n2CCSC1	-3	-10	12	0.8	1.1	nt	15	0.9	1.1	-0.3	0.3
CC(=O)N(CN1C(=O)CCC1=O)c1ccc(Cl)c(Cl)c1	-6	-7	7	1.1	1.1	-8	-9	0.1	1.1	0.5	-0.5
COc1cccc(C(=O)Nc2ccc(F)c(F)c2F)c1	-4	-11	-1	0.9	0.9	nt	14	1.2	1	0.1	2.1
O=C(CC(O)(c1ccccc1)C(F)(F)F)c1cccs1 (stereo unspecified)	3	1	-1	0.9	1	nt	9	1.6	1.1	-0.2	0.3
COc1cc(OC)cc(C(=O)NC2CCN(C(=O)N3c4ccccc4Sc4ccccc43)CC2)c1	27	-13	1	0.8	0.8	nt	20	2.0	0.8	0.2	-3.4
Cc1ccc(Cn2ncc3c(N4CCN(CC#N)CC4)ncnc32)cc1	-14	5	6	0.9	1.1	-5	10	0.8	0.9	-0.3	-1.1
CCOC(=O)c1ccccc1NC(=O)CSc1nc2ccccc2c(=O)[nH]1	7	-1	-6	0.9	1.1	-2	6	4.0	1	-0.4	-0.7
CC(O)CNc1ncnc2nc[nH]c12 (stereo unspecified)	4	0	-4	0.9	1	nt	10	0.7	1	0.1	-1.7
COc1ccc(NC(=O)C(OC)c2ccccc2)cc1Cl (stereo unspecified)	-5	-10	4	1	1	16	-2	0.5	1	0.0	0.5
CC(C)CC(C(=O)NC1CCCC1)N(Cc1cccs1)C(=O)c1snc(C(N)=O)c1N (stereo unspecified)	93*	1	10	0.9	0.9	nt	12	-0.4	0.9	-0.2	2.9
CCCC(=Nc1ccc(N)cc1)C1=C(O)C(C(=O)OC)C(C)(C)CC1=O (stereo unspecified)	1	5	1	0.6	0.7	nt	40	1.0	0.6	0.6	1.0
CC1(C)Cc2c(ccc3ccccc23)C(NNC(=O)c2cccnc2)=N1	2	-1	9	0.9	1	nt	11	0.8	1.1	-0.1	1.6
COc1ccc(-c2c(C(C)=O)c(C)nc3sc4c(=N)n(N)cnc4c23)cc1	62*	-7	-3	0.8	1	-5	16	1.4	1	0.1	0.2

Entries above that bear a hit mark in PMI act hi M6P.
Structure,TLR4 MyD88 comp,PMI act hi M6P,S1P3 antagonist,RAM inhibit,PMI act,Hsp70 act,DTT redox prof
COc1cc(/C=N/Nc2cccc(C)c2)ccc1OC(=O)c1cccs1,12,2.1*,0,4.9,1.4,-0.4,0.4

(cont.)
smiles	L major viab	TLR4 MyD88 comp	G6PDH counter	Diaph act CS	PMI act hi M6P	S1P3 antagonist	Diaphorase inh	RAM inhibit	PMI act	Hsp70 act	DTT redox prof
CCCCNC(=O)C(=O)N/N=C/c1ccc(C(=O)OC)cc1	2	9	11	1	1	-12	2	1.9	0.9	-0.2	-0.9
CC[n+]1c(/C=C/N(C)c2ccccc2)oc2ccc(F)cc21	84*	-22	2	0.7	0.7	-15	26	-0.9	1.2	-0.6	-0.9
C=CC[N+](C)(C)CCCNC(=O)/C=N/O	73*	-7	20	1	1.8	-3	-3	2.1	1.2	-0.6	-0.3
CCOC(=O)c1c(-c2ccc(C)o2)csc1NC(=O)CSc1nnnn1-c1ccccc1	0	13	4	1	1.1	-15	2	8.6*	1.1	2.7	0.7
O=c1cc(-c2ccco2)oc2c1ccc1ccccc12	-3	7	0	0.9	1.2	nt	10	1.8	1	0.0	0.2
CCOC(=O)c1ccc(N/C=C/C(=O)c2ccc(OC)c(OC)c2)cc1	0	0	-6	0.9	1	nt	10	3.9	1	-0.3	2.4

Entries of single compounds as entered above:
Profile of C=CC[N+](C)(C)CCCNC(=O)/C=N/O : L major viab: 73*; TLR4 MyD88 comp: -7; G6PDH counter: 20; Diaph act CS: 1; PMI act hi M6P: 1.8; S1P3 antagonist: -3; Diaphorase inh: -3; RAM inhibit: 2.1; PMI act: 1.2; Hsp70 act: -0.6; DTT redox prof: -0.3
Profile of CCCCNC(=O)C(=O)N/N=C/c1ccc(C(=O)OC)cc1 : L major viab: 2; TLR4 MyD88 comp: 9; G6PDH counter: 11; Diaph act CS: 1; PMI act hi M6P: 1; S1P3 antagonist: -12; Diaphorase inh: 2; RAM inhibit: 1.9; PMI act: 0.9; Hsp70 act: -0.2; DTT redox prof: -0.9

High-throughput results as filed in PubChem.
